mABHD4 FP = ABHD4 inhibitors, primary screen, biochemical, fluorescence polarization, mouse. (Lyso)-N-acylphosphatidylethanolamine lipase (Mus musculus), Q8VD66. purified mABHD4, FP-Rh probe fluorescence polarization. inhibition, % at 8.92 µM. 370,000 tested, 0.54% active. AID 720543, 2013;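 active means inhibition exceeding the mean over every tested compound plus 3 SD, cut at about 30% in these data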;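 further: 0% = plate median of compound wells and 100% = S159A mutant with DMSO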
Target sequence (Q8VD66 whole entry, looked up): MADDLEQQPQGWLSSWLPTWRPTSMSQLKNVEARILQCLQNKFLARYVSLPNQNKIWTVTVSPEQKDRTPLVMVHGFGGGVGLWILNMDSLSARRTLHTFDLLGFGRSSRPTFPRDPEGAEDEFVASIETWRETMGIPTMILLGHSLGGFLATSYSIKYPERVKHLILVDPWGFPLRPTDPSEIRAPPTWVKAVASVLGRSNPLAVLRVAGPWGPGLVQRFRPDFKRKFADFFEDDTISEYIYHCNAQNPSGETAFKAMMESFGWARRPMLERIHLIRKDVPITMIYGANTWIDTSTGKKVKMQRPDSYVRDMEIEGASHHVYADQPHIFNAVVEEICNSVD
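Assay system: mABHD4 protein; medium: HEPES pH 7.0, NaCl, Pluronic buffer; dosing: 8.92 µM, single dose; schedule: 45 min + 60 min at 25 °C; signal: FP readout, ex 525 nm / em 598 nm; read-out: normalized percent inhibition of probe labeling; repeats: single replicate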
PRMT1 inh = PRMT1 methyltransferase inhibitors, primary screen, biochemical, fluorescence polarization; Protein arginine N-methyltransferase 1 (Homo sapiens), Q99873; recombinant PRMT1, activity-based probe fluorescence polarization; inhibition, % at 2.79 µM; 370,000 tested, 1.3% active;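 active means inhibition above about 21% made by adding two undisclosed values, limit read from the data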
Target sequence (Q99873 whole entry, looked up): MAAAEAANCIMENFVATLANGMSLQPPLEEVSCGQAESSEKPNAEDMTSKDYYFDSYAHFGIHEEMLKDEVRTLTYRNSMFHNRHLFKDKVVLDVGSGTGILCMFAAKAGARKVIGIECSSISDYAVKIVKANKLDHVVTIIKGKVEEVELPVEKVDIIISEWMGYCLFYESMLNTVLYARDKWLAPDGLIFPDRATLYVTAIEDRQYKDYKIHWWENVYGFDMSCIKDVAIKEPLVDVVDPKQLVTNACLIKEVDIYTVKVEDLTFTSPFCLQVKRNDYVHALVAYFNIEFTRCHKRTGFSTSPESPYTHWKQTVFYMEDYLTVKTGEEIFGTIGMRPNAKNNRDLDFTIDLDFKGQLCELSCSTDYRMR
rCAG RNA binder = binders of r(CAG) RNA repeats, primary screen, biochemical, fluorescence. r(CAG) RNA repeat, TO-PRO-1 dye displacement fluorescence. inhibition, % at 3 µM. 370,000 tested, 1.3% active. AID 651821, 2012;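 active means inhibition above the plate cutoff, the mean of all test compounds on that plate plus 3 SD, cut at about 35% in these data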;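 further: 0% = DMSO alone and 100% = 100 µM mitoxantrone as full dye displacement; higher means more dye released from RNA so lower well fluorescence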
TDP2 absorb = human TDP2 enzyme inhibitors, primary screen, biochemical, epi absorbance, recombinant enzyme; 370,000 tested, 0.34% active; inhibition, % at 12.8 µM; T5PNP hydrolysis, p-nitrophenol absorbance 415 nm; AID 720702, 2013; Tyrosyl-DNA phosphodiesterase 2 (Homo sapiens), O95551;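 active means inhibition above the mean of all tested compounds plus 3 SD, set per campaign, cut at about 25% in these data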;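 further: 0% = DMSO with enzyme and 100% = buffer with substrate but no TDP2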
Target sequence (O95551 whole entry, looked up): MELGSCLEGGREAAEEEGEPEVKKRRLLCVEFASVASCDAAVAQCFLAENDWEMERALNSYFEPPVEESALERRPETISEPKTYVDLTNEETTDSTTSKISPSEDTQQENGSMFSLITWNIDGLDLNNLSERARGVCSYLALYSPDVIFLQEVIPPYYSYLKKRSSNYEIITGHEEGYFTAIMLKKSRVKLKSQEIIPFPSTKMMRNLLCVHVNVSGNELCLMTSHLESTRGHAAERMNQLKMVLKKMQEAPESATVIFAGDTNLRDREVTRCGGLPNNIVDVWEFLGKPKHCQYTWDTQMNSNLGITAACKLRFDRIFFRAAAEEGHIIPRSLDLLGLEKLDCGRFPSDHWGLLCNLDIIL
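Incubation: 2 h at 37 °C; Test system: recombinant human TDP2; Quantity: enzyme 120 nM; Read-out basis: percent inhibition; Medium: 50 mM Tris-HCl pH 7.5 with Mg2+, KCl, DTT, BSA; Repeats: single replicate; Compound: 12.8 µM single point, 1% DMSO; Signal: epi absorbance; Reagent: 5 mM T5PNP chromogenic substrate; Benchmarks: no-enzyme high, DMSO-plus-enzyme low.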
MBD2 inh = inhibitors of MBD2 binding to methylated DNA, primary screen, biochemical, TR-FRET, DNA-binding domain, human; Methyl-CpG-binding domain protein 2 (Homo sapiens), Q9UBB5; MBD2 binding to methylated oligonucleotide; inhibition, % at 4.4 µM; 370,000 tested, 0.31% active; AID 686964, 2013; in the data active means inhibition above about 13%
GC-B act = human GC-B receptor activators, primary screen, HEK293 GC-B cells, cGMP TR-FRET, EC30 CNP | Atrial natriuretic peptide receptor 2 (Homo sapiens), P20594 | 0% at EC30 CNP, 100% saturating CNP | activation, % at 10 µM | 370,000 tested, 0.11% active;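 active means activation at 10 µM reaching about 35% in either raw or pattern-adjusted values, limit read from the data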
TCR CD3 inh = inhibitors of human TCR-CD3 interaction, primary screen, biochemical, fluorescence, TAMRA-labeled TCR probe; inhibition, % at 9.4 µM; 360,000 tested, 0.37% active; in the data active means inhibition above about 19%;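 further: recombinant mutant TCR 2C K166C tagged with TAMRA read by polarization; 0% = receptor in buffer alone and 100% = receptor with positive control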
HTRA1 inh = HTRA1 serine protease inhibitors, primary screen, biochemical, fluorescence polarization, HTS; inhibition, % at 5.96 µM; 340,000 tested, 0.5% active; AID 504803, 2011; recombinant HTRA1, FP-rhodamine activity-based probe; Q92743; in the data active means inhibition above about 36%;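 further: 0% = enzyme with DMSO and 100% = wells lacking enzyme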
LEDGF integ inh = blockers of LEDGF/p75-dependent integrase strand transfer – biochemical, TR-FRET, high throughput, primary screen; HIV-1 integrase (with human LEDGF/p75); TR-FRET IN-LEDGF/p75 DNA integration, Eu/Cy5; inhibition, % at 3.7 µM; 370,000 tested, 0.64% active;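 active means inhibition above the screen-wide mean plus 3 SD, cut at about 13% in these data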;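 further: signal is the Cy5 over europium emission ratio at 671 and 618 nm; 0% = plate median of compound wells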
SIAE inh = human SIAE inhibitors, primary screen, biochemical, fluorescence polarization, FP-Rh probe, 1536-well HTS. Sialate O-acetylesterase (Homo sapiens), Q9HAT2. SIAE FP-Rh probe binding. inhibition, % at 9.66 µM. 370,000 tested, 0.69% active;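 active means inhibition above a cutoff: mean of compounds within the control limits plus 3 SD of those, cut at about 17% in these data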;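 further: 0% = plate median of compound wells and 100% = probe without SIAE protein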
* marks the source's active call; other numbers are inactive results; · = not tested or not shown. Some of the compounds tested; rates above refer to the full screens.

SMILES	mABHD4 FP	PRMT1 inh	rCAG RNA binder	TDP2 absorb	MBD2 inh	GC-B act	TCR CD3 inh	HTRA1 inh	LEDGF integ inh	SIAE inh
CN(C)CCCN(C(=O)c1ccc(S(=O)(=O)N2CCc3ccccc32)cc1)c1nc2ccc(Cl)cc2s1	8	27*	10	10	0	-2	1	-37	-1	-22
CC(C)C1=C2OC(N)=C(C#N)C(C#N)=C2C(C)CC1 (centres undefined)	6	5	-1	5	-1	4	7	2	0	7
Cc1ccc(CNC(=O)C(NS(=O)(=O)c2ccc3nc(C)sc3c2)C(C)C)cc1 (centres undefined)	2	1	0	1	-2	-8	12	-1	3	4
COc1ccccc1/C=N/OCc1ccc(C#N)cc1	-4	3	2	-7	-3	0	-7	-14	-4	2
COc1ccc(NC(=S)NC(=O)CC(C)C)c(OC)c1	-1	0	-6	10	1	-3	0	-5	1	4
NC(=O)c1ccccc1NS(=O)(=O)c1ccc(S(=O)(=O)N2CCCC2)cc1	-7	6	8	-3	-2	2	-5	9	2	0
CCOc1ccc(CCNC(=O)C2CCCN(c3ncnc4c3nc3n4CCCCC3)C2)cc1 (centres undefined)	-5	4	-3	-8	8	-7	-3	0	-3	-6
CCCC1CCC2(CC1)CCC2OC(=O)Nc1ccccc1C (centres undefined)	-15	5	·	-2	7	-5	·	·	-2	1
COc1ccc(CCNC(=O)CSc2cc(=O)[nH]c(N)n2)cc1OC	-4	1	0	-7	8	0	5	6	-1	5
COC(=O)N/N=C(\C)c1ccc(C)c([N+](=O)[O-])c1	-6	1	2	-5	2	2	-4	5	1	-2
CCNc1ccc(C(=O)OCC(=O)NCCN2C(=O)CSC2=O)cc1[N+](=O)[O-]	2	-2	1	0	-5	2	1	2	2	-5
CCOC(=O)c1cc(C(=O)OCC)cc(-n2c(C)cc(C(=O)CN3CCOCC3)c2C)c1	-14	-1	2	-3	-2	-2	-3	-7	0	-7
O=S1(=O)C=C(SCc2cccc(Cl)c2)Nc2ccccc21	-18	0	1	2	-1	-2	1	-30	2	0
Cc1ccc(S(=O)(=O)NCC(=O)OCC(=O)c2cc(C)n(-c3ccccc3)c2C)cc1	11	-4	-3	-3	1	7	3	-17	-2	-4
CC12CCC(=O)N1C(C(=O)NNC(=O)c1ccccc1)CS2 (centres undefined)	2	-1	-5	0	1	0	5	-6	0	3
COc1ccc(CNC(=O)C2CCCN(c3nc4ccccc4o3)C2)cc1 (centres undefined)	-5	4	2	2	5	11	·	·	-3	-3
CC(=O)Nc1ccc(/C=N/NC(=O)CC2CCCCC2)cc1	3	-1	-2	0	-4	0	3	·	3	5
O=C(CN(C(=O)CNC(=O)c1ccco1)c1ccc(F)cc1)NC1CCCCC1	1	-1	-1	8	0	0	2	-7	2	3
O=C1NC(=S)N/C1=C/c1cc([N+](=O)[O-])ccc1N1CCOCC1	6	3	4	6	-4	26	-4	·	0	2
Cc1ccc(OCCC(=O)OCC(=O)Nc2cc(S(=O)(=O)N(C)C)ccc2C)cc1	7	2	-1	5	-3	-3	7	-3	2	4
COc1cccc(NC(=O)CN2C(=O)NC3(CCCC3)C2=O)c1	1	0	0	-7	4	5	0	4	1	10
O=C(N/C(=C/c1ccc(F)cc1)C(=O)N1CCCC1)c1ccccc1	3	-7	-6	-6	-2	6	-4	-2	2	-1
COC1=C(C)C(=O)C2=C(C1=O)C1C3CC4=C(C(=O)C(OC)=C(C)C4=O)C(CNC(=O)C(C)=O)N3C(C#N)C(C2)N1C (centres undefined)	7	7	9	16	-14	1	-2	5	4	16
O=C(COC(=O)/C=C/c1ccc(F)cc1)Nc1ccc(S(=O)(=O)N2CCOCC2)cc1	-10	-1	7	7	0	-4	-11	-10	-4	-12
COc1cc(NC(=O)c2cccs2)c(C(=O)OCC(=O)c2cc(C)n(-c3ccccc3)c2C)cc1OC	4	-5	3	-9	-3	5	4	1	-2	-8
Next part:
SMILES	mABHD4 FP	PRMT1 inh	rCAG RNA binder	TDP2 absorb	MBD2 inh	GC-B act	TCR CD3 inh	HTRA1 inh	LEDGF integ inh	SIAE inh
Cc1cc(C)nc(NS(=O)(=O)c2ccc(NC(=O)CN3C(=O)C4CC=CCC4C3=O)cc2)n1 (centres undefined)	-9	1	3	3	3	0	-8	3	2	1
CC(=O)Nc1ccc(-c2ccnc3c2CC(C)(C(=O)Nc2cccc(C(F)(F)F)c2)O3)cc1 (centres undefined)	-30	5	5	-3	-2	-3	-2	·	0	-22
CC(=O)N1CCC(C(=O)Nc2cc(S(=O)(=O)N3CCCCC3)ccc2C)CC1	4	1	3	-4	-3	10	1	1	1	4
CC(C)(C)C(=O)NNC(=O)CCCOc1ccc(Cl)cc1Cl	-7	4	-2	9	2	4	5	-2	-2	0
Nc1nnnn1/N=C/c1ccccc1OCc1ccc(Cl)cc1Cl	-5	-2	8	12	3	-6	-6	-16	-1	-5
Cc1cc(OCCCCNC(C)C)cc(C(C)C)c1	19	0	2	12	4	2	-5	-2	1	-5
CCc1c(C)sc(NC(=O)Cn2nc(C(F)(F)F)c3c2CCCC3)c1C#N	0	3	-3	-4	-1	2	-4	-8	-1	3
CCOC(=O)C1CCCN(C(=O)C2CCN(C(=O)Nc3ccccc3)CC2)C1 (centres undefined)	-4	2	-4	4	2	0	2	10	-2	-6
CCOC(=O)N1CCC(NC(=O)CS(=O)(=O)Cc2nc(-c3cccc(OC)c3)oc2C)CC1	6	-1	-9	-4	-5	6	11	1	1	-4
O=C(NCCc1ccccc1)C1CCN(S(=O)(=O)c2ccc(-c3nn[nH]n3)cc2)CC1	-4	-2	30	7	0	1	13	2	0	1
O=C(NC1CCSC1=O)C1CCCCC1 (centres undefined)	1	7	-2	-7	1	1	-2	1	-8	-4
CC(=O)NCCn1c(SCC(=O)NCc2ccco2)nc2ccccc2c1=O	5	-1	-1	7	-4	5	-3	9	2	5
Cc1cc(C(=O)NNCc2ccccc2)no1	5	-3	3	6	-7	5	7	3	-1	3
COc1cccc(NC(=O)C2CCN(S(=O)(=O)c3ccc4c(c3)CC(C)N4C(C)=O)CC2)c1 (centres undefined)	-5	4	7	4	4	2	-1	-1	0	-2
O=S(=O)(c1ccc(Cl)c(NC(=S)Nc2ccccc2N2CCOCC2)c1)N1CCOCC1	0	1	1	-8	-4	11	-8	-2	2	6
CCOc1cccc2cc(C(=O)N3CCN(C/C=C/c4ccccc4)CC3)c(=O)oc12	0	4	3	3	0	4	-2	-4	-2	3
COc1ccc(NC(=O)c2ccc(COc3ccccc3Br)o2)c(OC)c1	5	-7	1	13	-5	-4	0	·	2	-3
Nc1ccc(-c2n[nH]c(=O)c3ccccc23)cc1N	-2	4	15	7	2	0	6	-23	-1	19*
O=C(COCc1nc2ccccc2c(=O)[nH]1)NCC1CCCCC1	-3	-7	-6	9	-2	-2	-3	0	-1	0
O=C(Nc1ccc2c(c1)CCC2)c1cnccn1	-3	-3	7	-11	-7	-2	3	-3	3	2
CN(Cc1ccccc1OCCO)CC1CCCN(CCc2ccc(Cl)cc2)C1 (centres undefined)	-2	-7	-5	-10	-8	-15	-9	8	9	14
COc1ccc(/C=N/NC(=O)CNS(=O)(=O)c2ccc(C)cc2)cc1	-2	-2	0	12	-5	-2	3	2	-1	-1
CCc1ccc(NC(=S)NC2CC3CCCC(C2)N3Cc2ccccc2)cc1 (centres undefined)	2	-1	-2	-8	0	3	-1	-10	-4	11
Cc1cccc(-c2nc(CN3CCN(Cc4cccc(F)c4)CC3)c(C)o2)c1	1	0	-5	-7	0	2	-9	-11	4	-1
O=C(CCN1CCCC1)Nc1ccc(Br)cc1	-5	-2	1	3	-1	-5	-2	-7	0	12
Next section
SMILES	mABHD4 FP	PRMT1 inh	rCAG RNA binder	TDP2 absorb	MBD2 inh	GC-B act	TCR CD3 inh	HTRA1 inh	LEDGF integ inh	SIAE inh
Cc1cc(=O)[nH]c(SCC(=O)Nc2cc(S(=O)(=O)N(C)C)ccc2Cl)n1	-2	7	4	0	0	-1	-8	0	-5	-5
CSc1ccccc1NC(=O)c1cc2c(=O)n3ccccc3nc2s1	13	5	0	5	5	-2	-7	1	-6	-1
CC(C)CC(=O)N1CC(=O)Nc2ccc(F)cc2C1c1ccccc1 (centres undefined)	-1	4	-6	6	-3	-2	-1	8	-9	0
Cc1ccc2c(Cl)cc(Cl)c(OCC(=O)NC(C)(C)C)c2n1	-4	6	1	-11	5	-7	-6	-8	-4	-4
Cc1ccc(Cn2cc(COC(=O)N3CCOCC3)nn2)cc1	-2	-6	0	8	-1	1	·	·	5	1
Cc1cs/c(=N/C(=S)Nc2ccccc2)n1C	8	1	0	-9	3	3	-7	4	-1	3
CCn1ccnc1CC1COc2ccccc2O1 (centres undefined)	0	0	1	-2	5	-1	-4	11	-3	-4
Cc1ccc(C)c(-n2c(-c3ccc4c(c3)OCO4)n[nH]c2=S)c1	-2	13	10	-18	-1	-3	-4	-7	5	1
CC(CCc1ccccc1)C(=O)NO (centres undefined)	-8	-1	0	12	0	4	7	-4	3	6
Cc1ccc(C(=O)N2CCN(c3ccc([N+](=O)[O-])c(NCc4ccco4)c3)CC2)cc1	-4	1	5	-1	-2	-4	6	-48	2	2
CCCn1nnc(NC(=S)NC(=O)CC)n1	-2	1	3	-17	1	-4	0	-2	-8	3
C=CCn1c(SCC(=O)c2ccc(NS(=O)(=O)c3ccccc3)cc2)nnc1-c1cccs1	-2	1	25	1	1	0	-4	-3	-1	-1
O=C(c1ccc2c3c(cccc13)CC2)C1CCCN(Cc2ccc(OCCO)cc2)C1 (centres undefined)	8	-2	-5	-7	-2	-2	8	-17	-1	-2
CCN(CC)C(=O)CSc1nc2sc3c(c2c(=O)n1CCOC)CCC3	5	0	-6	-4	1	-1	7	3	4	6

Among those listed so far, these have a CF3 group:
SMILES	mABHD4 FP	PRMT1 inh	rCAG RNA binder	TDP2 absorb	MBD2 inh	GC-B act	TCR CD3 inh	HTRA1 inh	LEDGF integ inh	SIAE inh
CC(=O)Nc1ccc(-c2ccnc3c2CC(C)(C(=O)Nc2cccc(C(F)(F)F)c2)O3)cc1 (centres undefined)	-30	5	5	-3	-2	-3	-2	·	0	-22
CCc1c(C)sc(NC(=O)Cn2nc(C(F)(F)F)c3c2CCCC3)c1C#N	0	3	-3	-4	-1	2	-4	-8	-1	3

Screening results deposited in PubChem by several laboratories.
